# Screens: PubChem, Broad Institute
# F508del corr: correctors of CFTR F508del function in bronchial epithelial cells. AID 720511. CFBE cells, YFP halide quenching; stimulated with forskolin plus potentiator P3; % fluorescence drop versus neutral controls. actives 0.36% (n = 350,000). activity (quench increase), % at 7.58 µM;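 active = mean added fluorescence quench of at least 8% versus neutral control, with both replicates also reaching 8%; inconclusive = only one of the mean or replicate conditions met; inactive = mean below 8% and not both replicates reaching 8%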;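 note: cells transiently co-express mutant CFTR-F508del with the halide-sensitive YFP; corrector assay measuring rescue of mutant channel to the surface after 24 h compound exposure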
# DENV2 CPE rescue: DENV2-induced cell death inhibition | DENV2-infected cells, cytopathic effect rescue, plate reader | CPE inhibition, % at 9.99 µM | actives 1.7% (n = 350,000); in the data active = CPE inhibition above about 20%, passing the limit was not always enough; inconclusive = no clear call, values can overlap the other calls; tested in BHK-21 cells;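 note: 0% = median of neutral control wells and 100% = median of positive control wells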
# Casp6 inh: inhibitors of human caspase-6; P55212; purified caspase-6, Z-VEID-R110 cleavage fluorescence; inhibition, % at 12.5 µM; actives 0.53% (n = 350,000); AID 686996;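 active = mean inhibition across replicates at least about 35%, with every replicate also reaching that limit, limit read from the data; inconclusive = only one of the two criteria met; inactive = neither criterion met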;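 note: 0% = median of neutral control wells and 100% = no fluorescence left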
# Target sequence (P55212 24-179 limits assumed): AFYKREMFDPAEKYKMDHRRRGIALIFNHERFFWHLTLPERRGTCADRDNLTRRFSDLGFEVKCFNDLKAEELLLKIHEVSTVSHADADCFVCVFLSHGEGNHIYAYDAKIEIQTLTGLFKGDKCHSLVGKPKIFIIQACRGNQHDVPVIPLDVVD
# Target sequence (P55212 194-293 limits assumed): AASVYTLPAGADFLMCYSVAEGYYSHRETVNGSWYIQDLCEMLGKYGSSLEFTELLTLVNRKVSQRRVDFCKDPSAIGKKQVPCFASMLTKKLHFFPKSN
# miR-122 sensor: inhibitors of miR-122 in Huh7 cells. Huh7 miR-122 Renilla luciferase sensor, 48 h; neutral wells = 0, positive control = 100. activation (reporter increase), % at 12.5 µM. actives 0.3% (n = 340,000). AID 602342;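 active = mean replicate activation score at least 90 and every replicate individually at or above 90; inconclusive = only one of the two criteria met; inactive = neither criterion met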;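 note: higher luciferase means less miR-122 activity so hits act as miR-122 inhibitors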
# ERAP1 HTS inh: blocks human ERAP1 aminopeptidase activity; actives 0.15% (n = 340,000); inhibition, % at 10.7 µM; Q9NZ08; recombinant ERAP1, Leu-AMC fluorescence, 60 min;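 active = mean replicate inhibition of at least 30%, or all replicates individually reaching that 30% level; inactive = mean below 30% and not every replicate reaching it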;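 note: 0% = neutral control wells and 100% = L-leucinethiol positive control wells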
# SIRT5 inh: sirtuin-5 (human) deacylase inhibition; Q9NXA8; Purified SirT5, succinyl-peptide AMC, trypsin-coupled fluorescence; inhibition, % at 15 µM; actives 1.1% (n = 330,000); in the data active = inhibition above about 15%; inconclusive = no clear call, values can overlap the other calls
# Target sequence (Q9NXA8 whole entry, looked up): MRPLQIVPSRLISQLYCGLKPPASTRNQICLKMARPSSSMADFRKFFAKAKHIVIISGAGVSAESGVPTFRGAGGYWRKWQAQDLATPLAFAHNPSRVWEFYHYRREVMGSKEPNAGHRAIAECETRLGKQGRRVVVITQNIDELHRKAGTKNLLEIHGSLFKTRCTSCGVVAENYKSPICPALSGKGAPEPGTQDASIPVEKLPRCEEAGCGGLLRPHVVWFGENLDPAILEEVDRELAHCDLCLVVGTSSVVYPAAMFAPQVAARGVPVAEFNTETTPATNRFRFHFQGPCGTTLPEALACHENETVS
# ERp5 block: ERp5 (human) disulfide isomerase inhibition | Q15084 | ERp5 insulin aggregation, absorbance 650 nm, 90 min | inhibition, % at 9.99 µM | actives 0.05% (n = 350,000) | AID 651711;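 active = mean replicate inhibition above about 25%, with every replicate also reaching it, limit read from the data, passing the limit was not always enough; inconclusive = only one of those two criteria met; inactive = neither criterion met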
# Target sequence (Q15084 whole entry, looked up): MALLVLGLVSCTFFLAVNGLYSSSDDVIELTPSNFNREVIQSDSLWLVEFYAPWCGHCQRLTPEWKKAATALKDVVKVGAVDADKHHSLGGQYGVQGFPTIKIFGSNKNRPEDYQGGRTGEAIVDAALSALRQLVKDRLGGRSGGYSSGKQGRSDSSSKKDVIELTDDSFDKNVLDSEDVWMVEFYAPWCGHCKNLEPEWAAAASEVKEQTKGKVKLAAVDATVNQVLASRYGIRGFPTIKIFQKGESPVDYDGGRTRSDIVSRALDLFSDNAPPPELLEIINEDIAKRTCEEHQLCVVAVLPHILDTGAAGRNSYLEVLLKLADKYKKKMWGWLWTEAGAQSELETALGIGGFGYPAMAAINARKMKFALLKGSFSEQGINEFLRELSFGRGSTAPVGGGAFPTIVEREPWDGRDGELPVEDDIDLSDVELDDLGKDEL
# * = called active by the depositor; ? = inconclusive; · = no result given; [ ] = remark or other dose.
[1] CO[C@@H]1CN(C)C(=O)c2cc(NC(=O)Nc3cc(F)ccc3F)ccc2OC[C@H](C)N(C)C[C@@H]1C
[2] COc1ccc(S(=O)(=O)N(C)C[C@@H]2OCCCC[C@H](C)Oc3ccc(NS(=O)(=O)c4ccccc4)cc3C(=O)N([C@@H](C)CO)C[C@H]2C)cc1
[3] COC(=O)C[C@@H]1CC[C@@H]2[C@H](COc3ccc(NC(=O)c4ccccc4)cc3C(=O)N2C)O1
[4] C[C@H](NC(=O)c1nc[nH]c1C(=O)NCC(=O)OC(C)(C)C)C(=O)OC(C)(C)C
[5] CC(C)NC(=O)NCC[C@@H]1CC[C@H](NC(=O)Nc2ccccc2)[C@H](CO)O1
[6] O=C(N[C@@H]1CC[C@@H](CCn2cc(C3CC3)nn2)O[C@H]1CO)c1cccnc1
[7] CCN(CC)c1ccc(NC(=O)CSc2nc(C)cc(=O)[nH]2)cc1
[8] CCOC(=O)Cn1c(=O)oc2cc(S(=O)(=O)NCCc3ccc(C)cc3)ccc21

assay / compound	1	2	3	4	5	6	7	8
F508del corr	-2.3	-1.5	1.7	-1.6	3.6	-2.0	1.1	0.0
DENV2 CPE rescue	0	-5	-4	3	2	-6	-7	-3
Casp6 inh	·	0	0	0	-3	1	5	2
miR-122 sensor	-11[16.7 µM]	-4[16.7 µM]	1[16.7 µM]	7	10[16.7 µM]	0[16.7 µM]	-3	6
ERAP1 HTS inh	-9	0	-4	1	-3	0	1	-5
SIRT5 inh	2	4	-4	3	3	0	-4	-4
ERp5 block	2	-3	0	2	1	7	-1	-3

[9] Cc1cc(SCC(=O)N/N=C/c2ccc(O)c(O)c2)nc2ccccc12
[10] CCc1csc(N2[C@@H](C#N)[C@@H](c3ccc(C#Cc4ccc(F)cc4)cc3)[C@@H]2CO)n1
[11] CCCCN(C(=O)CSCc1c(C)noc1C)c1c(N)n(CCC)c(=O)[nH]c1=O
[12] COc1ccc(S(=O)(=O)N(C)C[C@@H]2Oc3ncc(C#Cc4ccc(F)cc4)cc3C(=O)N([C@H](C)CO)C[C@@H]2C)cc1
[13] CCCOc1ccc(NC(=O)CC2C(=O)OCC3CCCCN32)cc1 (configuration not stated)
[14] Nc1cccc(NP(=O)(c2ccccc2)c2ccccc2)c1
[15] C[C@]12CC[C@H](O)CC1=CCC1C2CC[C@@]2(C)C1CC[C@@H]2NC(=O)CCC(=O)O (some centres not stated)
[16] CC(C)C[C@H]1CN([C@@H](Cc2ccc(O)cc2)CN2CCC[C@H]2CN2C(=O)C(=O)NC[C@@H]2Cc2ccccc2)C(=O)C(=O)N1CCc1ccccc1

assay / compound	9	10	11	12	13	14	15	16
F508del corr	4.4	5.4	-1.2	3.2	1.7	-1.7	3.4	2.9
DENV2 CPE rescue	-4	-26	4	-11	-8	-1	3	-11
Casp6 inh	32	0	-3	0	5	1	5	6
miR-122 sensor	-8	·	·	-6[16.7 µM]	·	·	-9	·
ERAP1 HTS inh	-3	0	1	0	-1	7	1	-5
SIRT5 inh	-3	5	-2	-8	0	-1	-3	1
ERp5 block	1	1	9	-2	1	0	3	-1

# Quoted from above, entries 15–16
[15] C[C@]12CC[C@H](O)CC1=CCC1C2CC[C@@]2(C)C1CC[C@@H]2NC(=O)CCC(=O)O (some centres not stated)
[16] CC(C)C[C@H]1CN([C@@H](Cc2ccc(O)cc2)CN2CCC[C@H]2CN2C(=O)C(=O)NC[C@@H]2Cc2ccccc2)C(=O)C(=O)N1CCc1ccccc1

assay / compound	15	16
F508del corr	3.4	2.9
DENV2 CPE rescue	3	-11
Casp6 inh	5	6
miR-122 sensor	-9	·
ERAP1 HTS inh	1	-5
SIRT5 inh	-3	1
ERp5 block	3	-1

# (cont.)
[17] CCNC(=O)CC1C(=O)N(c2ccc(C)cc2)C(=O)N1CCc1sccc1C (configuration not stated)
[18] O=C([C@@H]1[C@@H](CO)[C@@H]2Cn3c(ccc(C4=CCCC4)c3=O)[C@H]1N2C(=O)c1ccccc1)N1CCOCC1
[19] O=C(CN1CCN(c2ccc(C(F)(F)F)cn2)CC1)NCc1ccc2c(c1)OCO2
[20] CC(C)(C)c1ccc(NC(=O)N2CCCN(c3c(Cl)cncc3Cl)CC2)cc1
[21] CN(C(=O)CC1C(=O)NCCN1Cc1ccc2ccccc2c1)C1CCOCC1 (configuration not stated)
[22] C[C@H]1CN([C@@H](C)CO)C(=O)c2cc(NS(=O)(=O)c3cn(C)cn3)ccc2O[C@H]1CN(C)Cc1ccncc1
[23] CCOC(=O)Nc1ccc2c(c1)N(C(=O)CCN(CC)CC)c1ccccc1S2=O (configuration not stated)
[24] Fc1ccccc1NC(=S)NC1CCCC1

assay / compound	17	18	19	20	21	22	23	24
F508del corr	-1.1	-1.4	0.0	-6.3	0.2	1.9	5.9	1.9
DENV2 CPE rescue	3	?	-2	0	2	6	1	-6
Casp6 inh	1	2	0	-3	-3	-2	3	0
miR-122 sensor	·	-2[16.7 µM]	-3	14	-3	-2[16.7 µM]	-1	3
ERAP1 HTS inh	-3	-1	-1	10	6	-2	-3	-3
SIRT5 inh	-3	-4	-1	-4	1	2	-4	-3
ERp5 block	3	10	-2	3	2	4	6	1

# Some of the entries so far, with values under each structure.
# Value order: F508del corr | DENV2 CPE rescue | Casp6 inh | miR-122 sensor | ERAP1 HTS inh | SIRT5 inh | ERp5 block
[18] O=C([C@@H]1[C@@H](CO)[C@@H]2Cn3c(ccc(C4=CCCC4)c3=O)[C@H]1N2C(=O)c1ccccc1)N1CCOCC1
  -1.4 | ? | 2 | -2[16.7 µM] | -1 | -4 | 10
[19] O=C(CN1CCN(c2ccc(C(F)(F)F)cn2)CC1)NCc1ccc2c(c1)OCO2
  0.0 | -2 | 0 | -3 | -1 | -1 | -2

# The list goes on:
[25] O=[N+]([O-])c1c(Nc2ccccc2O)ccc2nonc12
[26] COCC#Cc1ccc2c(c1)O[C@H](CN(C)S(=O)(=O)c1ccc(OC)cc1)[C@H](C)CN([C@@H](C)CO)S2(=O)=O
[27] Cc1ccc(S(=O)(=O)N(C)c2ccc(C(=O)Nc3cccc(C)n3)cc2)cc1
[28] O=C(CCCCCNC(=O)c1ccccc1)N/N=C/c1ccccc1
[29] CCOc1ccc(C2CC(c3cccc(OC)c3)Nc3nc(N)nn32)cc1 (configuration not stated)
[30] Cn1nc(C(=O)Nc2nc3ccccc3[nH]2)ccc1=O
[31] C[C@@H]1CCCCO[C@@H](CN(C)Cc2ccc(C(F)(F)F)cc2)[C@@H](C)CN([C@@H](C)CO)C(=O)c2cc(N(C)C)ccc2O1
[32] CCOc1cccc(C(=O)Nc2ccc3[nH]ncc3c2)c1

assay / compound	25	26	27	28	29	30	31	32
F508del corr	-0.8	-1.1	-0.7	-2.6	-3.1	-1.8	-1.1	2.5
DENV2 CPE rescue	5	2	0	3	-5	2	-10	-6
Casp6 inh	-2	-2	2	1	1	0	0	-2
miR-122 sensor	-3	55[16.7 µM]	·	·	6	·	-11[16.7 µM]	0
ERAP1 HTS inh	-1	1	-2	0	·	1	-1	2
SIRT5 inh	0	12	-3	1	·	1	0	-1
ERp5 block	-5	-4	14	3	1	-8	8	5

[33] CC=Cc1ccc2n(c1=O)C[C@@H]1[C@@H](CO)[C@H](C(=O)NC3CCCC3)N(Cc3cccnc3)[C@H]21 (mixture of isomers)
[34] C[C@@H]1CN([C@@H](C)CO)C(=O)c2cc(NC(=O)Nc3ccccc3)ccc2O[C@H]1CN(C)S(=O)(=O)c1cn(C)cn1
[35] Clc1ccccc1/C=C/c1nc(-c2cccnc2)no1
[36] O=C(COC(=O)c1ccc(N2CCCC2=O)cc1)Nc1ccccc1
[37] Cc1ccc(C(=O)N(Cc2cccs2)C2CCS(=O)(=O)C2)cc1 (configuration not stated)
[38] O=C(CSc1nnc2c(n1)[nH]c1ccccc12)Nc1cccc(S(=O)(=O)N2CCOCC2)c1
[39] O=c1c2[nH]c3ccccc3c2nc2n1CCS2
[40] CC(=O)N[C@@H]1CC[C@H](CCNC(=O)C2CCCC2)O[C@H]1CO

assay / compound	33	34	35	36	37	38	39	40
F508del corr	0.5	-0.6	1.1	1.2	2.0	1.2	-2.4	-0.3
DENV2 CPE rescue	-1	5	0	-6	-6	·	·	90*
Casp6 inh	-6	4	1	3	-4	-2	-2	0
miR-122 sensor	0[16.7 µM]	-5[16.7 µM]	-21	2	1	-8	·	-14[16.7 µM]
ERAP1 HTS inh	-3	1	1	-4	3	·	-1	-2
SIRT5 inh	2	-3	-2	-4	1	0	-19	3
ERp5 block	3	-2	-3	-9	2	2	10	2

# 5 records picked at random from the list so far, as already listed:
[37] Cc1ccc(C(=O)N(Cc2cccs2)C2CCS(=O)(=O)C2)cc1 (configuration not stated)
[35] Clc1ccccc1/C=C/c1nc(-c2cccnc2)no1
[40] CC(=O)N[C@@H]1CC[C@H](CCNC(=O)C2CCCC2)O[C@H]1CO
[34] C[C@@H]1CN([C@@H](C)CO)C(=O)c2cc(NC(=O)Nc3ccccc3)ccc2O[C@H]1CN(C)S(=O)(=O)c1cn(C)cn1
[36] O=C(COC(=O)c1ccc(N2CCCC2=O)cc1)Nc1ccccc1

assay / compound	37	35	40	34	36
F508del corr	2.0	1.1	-0.3	-0.6	1.2
DENV2 CPE rescue	-6	0	90*	5	-6
Casp6 inh	-4	1	0	4	3
miR-122 sensor	1	-21	-14[16.7 µM]	-5[16.7 µM]	2
ERAP1 HTS inh	3	1	-2	1	-4
SIRT5 inh	1	-2	3	-3	-4
ERp5 block	2	-3	2	-2	-9

# (next part)
[41] O=C(COc1ccccc1Cl)NNC(=O)c1ccc(-n2cncn2)c([N+](=O)[O-])c1
[42] Cc1cccc(NC(=O)NC2CC(=O)N(c3ccc4c(c3)OCCO4)C2)n1 (configuration not stated)
[43] O=C(NCC1CCCO1)/C(=C\c1cccc([N+](=O)[O-])c1)NC(=O)c1ccccc1 (configuration not stated)
[44] O=[N+]([O-])c1ccc(-c2nc(NCC3CCCO3)c3ccccc3n2)cc1 (configuration not stated)
[45] CCCC(O)(CCC)C(=O)NNc1ccc(C)cc1
[46] COCCCNC(=O)C1CCN(c2ccc(N3CCOCC3)nn2)CC1
[47] S=c1nc(-c2ccc(Cl)cc2)[nH][nH]1
[48] CC1CCC(NC(=O)CSc2ccc(S(=O)(=O)N(C)C)cn2)CC1 (configuration not stated)

assay / compound	41	42	43	44	45	46	47	48
F508del corr	-1.1	1.8	-1.9	-2.0	-2.8	1.7	-0.3	0.5
DENV2 CPE rescue	?	-7	-3	-1	1	0	3	7
Casp6 inh	0	2	-1	0	-2	-3	-2	-1
miR-122 sensor	·	-5	·	·	·	·	5	-4
ERAP1 HTS inh	2	2	-1	-1	-4	-2	6	5
SIRT5 inh	2	-4	-1	-4	-2	-10	0	-1
ERp5 block	2	2	2	1	1	6	0	7

[49] N/C(Cc1ccc([N+](=O)[O-])cc1)=N\OC(=O)COc1ccc2ccccc2c1
[50] C[C@@H]1CCCCO[C@@H](CN(C)C(=O)Nc2ccccc2)[C@H](C)CN([C@@H](C)CO)C(=O)c2cc(NC(=O)Cc3ccccc3)ccc2O1
[51] O=C(COc1ccccc1[N+](=O)[O-])Nc1ccc(Br)cc1
[52] Cc1ccccc1OCCC(=O)Nc1ccc(N2CCOCC2)cc1N1CCOCC1
[53] CCNC(=O)[C@@H]1[C@@H](CO)[C@@H]2Cn3c(ccc(/C=C/c4ccccc4)c3=O)[C@H]1N2C(C)=O
[54] CN1CCN(c2ccccc2NC(=O)c2ccc(-c3ccccc3[N+](=O)[O-])o2)CC1
[55] COc1cc(OC)cc(C(=O)N2CCCC(Nc3ccc(F)cc3)C2)c1 (configuration not stated)
[56] Cc1nnc(NNS(=O)(=O)c2ccc(Cl)cc2)[nH]c1=O

assay / compound	49	50	51	52	53	54	55	56
F508del corr	0.0	2.6	-2.7	-2.3	-4.9	0.5	-0.1	-1.1
DENV2 CPE rescue	-5	4	16	0	-5	-7	4	18
Casp6 inh	2	-1	1	4	15	-5	1	-2
miR-122 sensor	-4	-10[16.7 µM]	1	-2	2[16.7 µM]	-8	0	2
ERAP1 HTS inh	-7	2	·	3	-3	3	1	2
SIRT5 inh	0	-1	-6	1	-89	0	-3	0
ERp5 block	-74	1	2	12	-3	2	1	4
